Pf apPOL inh = Pf-apPOL inhibitors, biochemical, fluorescence | Recombinant Pf-apPOL, molecular beacon fluorescence, 1.5 h | Plasmodium falciparum apicoplast DNA polymerase (apPOL) | inhibition, % at 10 µM | actives 0.25% (n = 210,000)
mHTT-CaM PPI inh = mutant huntingtin-calmodulin interaction inhibitors – biochemical, AlphaScreen, primary screen. P42858. AlphaScreen His-mHTT/GST-CaM binding, luminescence. inhibition, % at 15 µM. actives 3.6% (n = 190,000). AID 1671202, 2021;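 note: 0% = both proteins with DMSO and 100% = one protein alone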
An asterisk follows results filed as active; nt = not tested or not shown; & = joins results of further samples; ! = a repeat was not active. Cut-off read from the data, not from the text of the source: active = inhibition above about 50%; inactive = the rest. Rows were taken by chance. About 3.5% of those tested had a hit in this group.

Order of values: mHTT-CaM PPI inh	Pf apPOL inh
> O=C1CC(N2CCN(c3ccc([N+](=O)[O-])cc3)CC2)C(=O)N1c1cccc(Br)c1 (stereo not drawn)
 : 23	-7
> COc1cc(C2=N/C(=C\c3c(F)cccc3Cl)C(=O)O2)cc(OC)c1OC
 : 0	-3
> O=C(NC(=O)c1c(Cl)cccc1Cl)Nc1cc(F)c(Br)cc1F
 : nt	-11
> COc1ccc(N2C=C(C#N)S(=O)(=O)c3ccccc32)c(C)c1
 : -5	0
> Clc1nc(NCc2ccccc2)nc(Nc2ccccc2)n1
 : -4	-6
> CC1C(=O)N(c2ccc(F)cc2F)CCN1C(=O)c1ccc(Cl)cc1 (stereo not drawn)
 : 2	0
> OCCNCCOc1ccc(Cl)cc1Br
 : -6	-30
> COc1cccc(OCc2cc(C3Nc4ccccc4C(=O)N3Cc3ccco3)ccc2OC)c1 (stereo not drawn)
 : 28	-8
> CCOCC(=O)Nc1ccc2ncnc(N3CCCCC3)c2c1
 : 11	3
> COc1cccc(C2C(=C(O)c3ccc(C)cc3)C(=O)C(=O)N2Cc2cccnc2)c1OC (stereo not drawn)
 : 5	2
> CCCN(CCO)Cc1ccc(SC)cc1
 : 0	0
> COc1ccc2oc(=O)c(C(=O)Nc3ccccc3I)cc2c1
 : -4	-4
> O=C(CSc1cn(Cc2cccc(F)c2)c2ccccc12)Nc1nccs1
 : 4	0
> CCN1c2cc(C(=O)NCc3cccs3)ccc2C(=O)N2CCCCC21 (stereo not drawn)
 : 3	3
> CC(C)(C)c1ccc(OC(=O)c2ccc([N+](=O)[O-])cc2)c(C(C)(C)C)c1
 : nt	-8
> O=C(NCc1cccnc1)C(=O)Nc1ccccn1
 : -2&-1	6&-1
> O=C(CN1C(=O)/C(=C/c2ccccc2F)Sc2ccccc21)NCc1ccco1
 : 8	-6
> COc1cccc2cc(C(=O)Nc3cccc(C)c3)c(=Nc3ccc(C(=O)O)cc3)oc12
 : 8	-4
> CCN1CCc2[nH]c3ccc(NC(=O)c4ccc(F)c(F)c4)cc3c2C1
 : 14	2
> CN(CCO)c1nc2c(=O)n(C)c(=O)n(C)c2n1C
 : -2	nt
> N=c1oc2ccccc2cc1-c1nc(-c2cc3ccccc3oc2=O)cs1
 : -13	-3
> Cc1ccccc1N1CC(=O)NC1=O
 : -10	-3
> CC(C)c1noc(C2(NC(=O)c3cccc(C#N)c3)CCCCC2)n1
 : -7	-9
> Cc1cccc(C2=NN(c3ccccc3)[C@@H](C(=O)N3CCOC3=O)[C@@H]2C)c1
 : -18	-8
> O=C1CC(c2ccco2)CC2=C1C(c1ccc(Cl)cc1)C1=C(N2)c2ccccc2C1=O (stereo not drawn)
 : 64*	-3
> CCOc1ccc(-n2ccnc(NC(=O)c3ccc(Cl)cc3)c2=O)cc1
 : 10	4
> CC(C)=C1C2C=CC1C1C(=O)N(c3ccc(Cl)c(C(=O)O)c3)C(=O)C21 (stereo not drawn)
 : -1	-1
> Cc1ccc2[nH]cc(CCN3CC(C(=O)N4CCOCC4)CC3=O)c2c1 (stereo not drawn)
 : 5	-4
> CC(C)=C1C2C=CC1C1C(=O)N(c3ccc(Cl)c(Cl)c3)C(=O)C21 (stereo not drawn)
 : 1	-7
> Cc1cccc(OCC2C[N+]34CCO[B-]3(OCC4)O2)c1 (stereo not drawn)
 : -1	1
> COc1cccc(CC(=O)N2CCC3(CC2)NC(=O)c2ccc(Cl)cc2N3)c1
 : 1	-3
> Cc1cc(C)c2c(n1)nn1c(N3CCN(C4CCCC4)CC3)cc(C)nc21
 : -7	-11
> CCC1Oc2ccc(Cl)cc2N(C(C)C(=O)NCCC2=CCCCC2)C1=O (stereo not drawn)
 : -14	-13
> CC(C)(C)OC(=O)N1CCC(CNS(=O)(=O)c2ccc3c(c2)OCCO3)CC1
 : nt	63*!
> Cc1ccc(N)c(C(O)c2ccccc2)c1 (stereo not drawn)
 : 6	2
> Cc1cc(C)c(S(=O)(=O)NCC(CCC(=O)O)C(F)(F)F)c(C)c1 (stereo not drawn)
 : 2	-7
> O=C(Nc1c2c(nn1-c1ccc([N+](=O)[O-])cc1)CS(=O)(=O)C2)c1ccccc1C(F)(F)F
 : 6	22
> O=C(c1ccc2c(c1)OCO2)N1CCCC2(C1)NC(=O)N(Cc1ccc(Cl)cc1)C2=O (stereo not drawn)
 : -2	-7
> CN(Cc1ccccc1)C(=O)C1CCN(c2nc3ccccc3o2)CC1
 : 14	-7
> CCCCN(c1nc(C)cc(OC)n1)S(=O)(=O)c1ccc(C)cc1
 : -79	-4
> Nc1ncc(Br)cn1
 : nt	-3
> O=C(c1ccccc1)c1ccc(C(=O)N2CCN(Cc3ccccc3)CC2)cc1
 : 20	-2
> CCOc1ccc(C(=O)CC2(O)C(=O)N(CC)c3ccccc32)cc1 (stereo not drawn)
 : 15	-30
> CC(C)C(NC(=O)C1CCCCC1)C(=O)Nc1ccccn1 (stereo not drawn)
 : 4	-9
> N#Cc1cccc(NC(=O)O[C@@H]2C[C@H]3C[C@@H]2[C@H]2CCCCN2C3)c1
 : 6	-9
> O=C(CCCc1ccccc1)N1CCC(Nc2cccnc2)C1 (stereo not drawn)
 : -1	-4
> C=C(C)Cn1c(SCC(=O)O)nnc1-c1ccc(Br)cc1
 : -3	-10
> Cc1ccc(NC(=O)Cn2cnc(C)c(C)c2=O)cc1F
 : -4	-5
> CCOc1ccc(N2C(=O)CSC2c2ccc(F)cc2)cc1 (stereo not drawn)
 : 0	-2
> CN(Cc1ccccc1)S(=O)(=O)c1ccc(F)c(C(=O)Nc2ccc(F)c(Cl)c2)c1
 : 2	-5
> CCOc1ccc(CC(=O)N2CC3CC2CC3NS(=O)(=O)c2cccs2)cc1 (stereo not drawn)
 : 7	-3
> O=C1Nc2ccccc2N(O)N1c1ccccc1Cl
 : -1	1
> O=C(Nc1cccc(C(F)(F)F)c1)ON=c1oc2cc3c(cc2c2c1CCC2)CCC1(CCCCC1)O3
 : 6	-7
> Cc1ccc(Cn2c(CN3CCC(C(=O)NCCN(C)C)CC3)cc3ccccc32)cc1
 : 99*	3
> COc1ccc(C=C2Oc3cc(OCC#N)ccc3C2=O)cc1OC
 : 30	-5
> COc1ccccc1NC(=O)c1cc(-c2ccc(OC)c(OC)c2)nc2ccccc12
 : 6	-3
> Cc1ccccc1C(=O)N1CCCC(c2nc(CNC(=O)C3CC3)cs2)C1 (stereo not drawn)
 : 5	-1
> O=C(NCCc1ccccc1Cl)c1cc2n(n1)CCCN(Cc1ccc(F)cc1)C2=O
 : -2	2
> CCOc1ccc(C2SC(NC(C)=O)=NN2C(C)=O)cc1 (stereo not drawn)
 : 0	7
> COC(=O)c1c(C)noc1-c1ccno1
 : nt	-4

More records
Order of values: mHTT-CaM PPI inh	Pf apPOL inh
> CC1CCCN(CC2CCN(S(=O)(=O)Cc3cc(F)cc(F)c3)CC2)C1 (stereo not drawn)
 : 0	-5
> Cc1ccc(C(=O)N2CCC(n3c(-c4ccoc4)nc4cccnc43)C2)cc1C (stereo not drawn)
 : 33	-1
> Nc1nc(N2CCc3ccccc3C2)ncc1[N+](=O)[O-]
 : 2	4
> O=C(Nc1cccc(-c2nc3ncccc3o2)c1)c1ccc([N+](=O)[O-])cc1Cl
 : -1	-6
> CCOC1CCN(C(=O)NC2CCCCC2)CC1
 : -3	0
> CS(=O)(=O)CS(=O)(=O)Nc1cccc(OC(F)(F)F)c1
 : nt	0
> O=C(CC(NS(=O)(=O)c1ccc(Cl)cc1)c1ccco1)N1CCC2(CC1)OCCO2 (stereo not drawn)
 : 7	-3
> Cc1onc(-c2ccccc2)c1C1=N/C(=C\c2cccc(F)c2)C(=O)O1
 : 0	-6
> CCc1c(C(=O)O)nnn1-c1cccc(OC)c1
 : -3	1
> Cc1nc(-c2cnccn2)nc2c1CCC(=O)N2CC1CCCO1 (stereo not drawn)
 : 0	-6
> CCCN1CCN(C(=O)c2cccnc2N2CCNC(c3ccccc3)C2)CC1 (stereo not drawn)
 : 0	6
> COc1ccc(CN2CCc3nc(Nc4ccccc4)ncc3C2)c(OC)c1OC
 : 47	-1
> FC(F)(F)c1ccc(C=NNc2c(Cl)cc(C(F)(F)F)cc2Cl)cc1
 : nt	-2&-10
> CC(C)c1cc(C2CCCN2C(=O)Cn2cc(Cl)cn2)on1 (stereo not drawn)
 : -5	3
> CN(CCCNC(=O)c1noc2c1CCCCC2)Cc1ccccc1
 : 3	0
> O=C(CSc1ncccc1C(=O)N1CCC2(CC1)OCCO2)NCCc1ccccc1
 : 0	-3
> COc1cc(C)c(CN2CCCN(C)CC2)cc1C
 : 4	-5
> O=C(NCc1ccco1)C1CCN(C(=O)Cc2ccccc2)CC1
 : 2	10
> COc1ccc(CCN2CC(C(=O)NCc3ccc(C)o3)CC2=O)cc1OC (stereo not drawn)
 : 15	2
> c1ccc2c(c1)-c1ccccc1C2Sc1nc2ccccc2s1
 : -22	nt
> CC12c3ccccc3C(c3ccccc31)C1C(=O)N(c3ccc(C(=O)O)cc3)C(=O)C12 (stereo not drawn)
 : 1	-4
> COc1ccc(-n2nnc3c(SCc4cccc([N+](=O)[O-])c4)ncnc32)cc1
 : -21	1
> O=C(O)C[C@H]1c2cc(C(F)(F)F)ccc2S(=O)(=O)N1Cc1ccccc1
 : 12	2
> Cc1ccc(C(=O)Nc2ccc([N+](=O)[O-])cc2)cc1
 : 2	-1
> COc1ccc(-n2cnc3cc(NC(=O)c4cc(OC)c(OC)c(OC)c4)ccc32)cc1
 : 38	-6
> C=CCn1c(SCc2nnc(SCC(=O)c3ccc(Cl)cc3)o2)nnc1-c1ccccc1
 : nt	-4
> CC1=C(C)CC(C(=O)NCc2ccccn2)C(C(=O)O)C1 (stereo not drawn)
 : nt	4
> CCOC1=NN(c2ccc([N+](=O)[O-])cc2)C(=O)/C1=C/c1cccc([N+](=O)[O-])c1
 : 34	-7
> O=C(NCc1ccc(F)cc1)c1csc(-c2cccnc2)n1
 : 13	-4
> CCCCCCCCNS(=O)(=O)CCNCCc1ccccc1
 : -18	0
> CCC(C)NC(=O)CN1CCN(C(=O)Nc2ccc(Br)cc2)CC1=O (stereo not drawn)
 : -9	-3

Some of these compounds in order of count of non-hydrogen atoms, low to high:
Order of values: mHTT-CaM PPI inh	Pf apPOL inh
> Nc1ncc(Br)cn1
 : nt	-3
> Cc1ccccc1N1CC(=O)NC1=O
 : -10	-3
> OCCNCCOc1ccc(Cl)cc1Br
 : -6	-30
> CCCN(CCO)Cc1ccc(SC)cc1
 : 0	0
> CCc1c(C(=O)O)nnn1-c1cccc(OC)c1
 : -3	1
> COc1cc(C)c(CN2CCCN(C)CC2)cc1C
 : 4	-5
> Cc1cccc(OCC2C[N+]34CCO[B-]3(OCC4)O2)c1 (stereo not drawn)
 : -1	1
> CCOc1ccc(C2SC(NC(C)=O)=NN2C(C)=O)cc1 (stereo not drawn)
 : 0	7
> CC(C)C(NC(=O)C1CCCCC1)C(=O)Nc1ccccn1 (stereo not drawn)
 : 4	-9
> O=C(NC(=O)c1c(Cl)cccc1Cl)Nc1cc(F)c(Br)cc1F
 : nt	-11
> CCCCN(c1nc(C)cc(OC)n1)S(=O)(=O)c1ccc(C)cc1
 : -79	-4
> COc1ccc(C=C2Oc3cc(OCC#N)ccc3C2=O)cc1OC
 : 30	-5
> CN(Cc1ccccc1)C(=O)C1CCN(c2nc3ccccc3o2)CC1
 : 14	-7
> N=c1oc2ccccc2cc1-c1nc(-c2cc3ccccc3oc2=O)cs1
 : -13	-3
> COc1ccc(-n2nnc3c(SCc4cccc([N+](=O)[O-])c4)ncnc32)cc1
 : -21	1
> O=C1CC(N2CCN(c3ccc([N+](=O)[O-])cc3)CC2)C(=O)N1c1cccc(Br)c1 (stereo not drawn)
 : 23	-7
> CN(Cc1ccccc1)S(=O)(=O)c1ccc(F)c(C(=O)Nc2ccc(F)c(Cl)c2)c1
 : 2	-5
> O=C1CC(c2ccco2)CC2=C1C(c1ccc(Cl)cc1)C1=C(N2)c2ccccc2C1=O (stereo not drawn)
 : 64*	-3
> C=CCn1c(SCc2nnc(SCC(=O)c3ccc(Cl)cc3)o2)nnc1-c1ccccc1
 : nt	-4
> COc1cccc(C2C(=C(O)c3ccc(C)cc3)C(=O)C(=O)N2Cc2cccnc2)c1OC (stereo not drawn)
 : 5	2
> COc1cccc(OCc2cc(C3Nc4ccccc4C(=O)N3Cc3ccco3)ccc2OC)c1 (stereo not drawn)
 : 28	-8
> O=C(Nc1cccc(C(F)(F)F)c1)ON=c1oc2cc3c(cc2c2c1CCC2)CCC1(CCCCC1)O3
 : 6	-7

Screening results from PubChem.
